Bioassay records: PubChem, The Scripps Research Institute Molecular Screening Center
FBW7 act: activators of human E3 ligase FBW7. Q969H0. AlphaScreen FBW7–phospho-cyclin E peptide binding, activator screen. normalized activity (activation), % at 26.1 µM. 650,000 tested, 0.13% active. AID 1259310; in the data active = normalized activity above about 1.9%;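 also: purified mutant Fbw7 with reduced substrate affinity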
TEAD-YAP inh: TEAD-YAP interaction inhibition. AID 1259422. inhibition, % at 9.12 µM. 640,000 tested, 1.4% active. HEK-TIYL cells, TEAD-Gal4/YAP UAS-luciferase luminescence; in the data active = inhibition above about 32%;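 also: 0% = median of test compound wells and 100% = reference inhibitor wells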
GPR151 activ: activators of human GPR151; PathHunter beta-arrestin GPR151 cells, luminescence; activation, % at 11.2 µM; Q8TDV0; 650,000 tested, 1% active; in the data active = activation above about 4.9%;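 also: 0% = median of compound wells and 100% = cells with positive control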
Target sequence (Q8TDV0 whole entry, looked up): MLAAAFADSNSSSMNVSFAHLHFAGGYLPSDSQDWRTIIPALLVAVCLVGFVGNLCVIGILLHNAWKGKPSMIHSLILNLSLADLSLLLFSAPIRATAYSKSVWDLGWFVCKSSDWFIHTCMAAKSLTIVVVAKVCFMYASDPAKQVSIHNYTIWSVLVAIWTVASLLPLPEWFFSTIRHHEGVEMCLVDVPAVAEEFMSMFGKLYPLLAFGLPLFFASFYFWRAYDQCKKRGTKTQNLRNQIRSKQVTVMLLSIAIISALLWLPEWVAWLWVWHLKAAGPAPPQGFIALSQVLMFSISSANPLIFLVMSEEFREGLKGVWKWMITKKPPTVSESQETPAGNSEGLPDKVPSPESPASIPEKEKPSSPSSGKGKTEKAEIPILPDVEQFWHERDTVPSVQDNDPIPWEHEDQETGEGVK
MITF primary: blocks human microphthalmia-associated transcription factor | AID 1259374 | 650,000 tested, 0.91% active | inhibition, % at 2.6 µM | AlphaScreen MITF homodimerization, bead proximity signal; in the data active = inhibition above about 50%;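 also: 0% = vehicle wells with protein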
Target sequence (O75030 whole entry, looked up): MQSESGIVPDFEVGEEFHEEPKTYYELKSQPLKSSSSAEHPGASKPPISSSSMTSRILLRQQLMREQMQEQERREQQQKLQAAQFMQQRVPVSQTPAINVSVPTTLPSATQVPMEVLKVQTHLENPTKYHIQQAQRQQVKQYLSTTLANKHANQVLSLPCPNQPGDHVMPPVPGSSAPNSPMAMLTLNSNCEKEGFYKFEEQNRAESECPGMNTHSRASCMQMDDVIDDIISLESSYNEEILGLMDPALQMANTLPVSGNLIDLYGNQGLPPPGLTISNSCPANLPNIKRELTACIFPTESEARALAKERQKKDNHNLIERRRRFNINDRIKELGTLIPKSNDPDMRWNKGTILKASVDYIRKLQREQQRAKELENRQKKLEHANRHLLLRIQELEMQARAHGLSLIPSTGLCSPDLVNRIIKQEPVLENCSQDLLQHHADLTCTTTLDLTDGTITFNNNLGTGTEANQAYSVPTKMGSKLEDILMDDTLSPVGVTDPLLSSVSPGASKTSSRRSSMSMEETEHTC
The depositor's hits bear a star; nt = no result given; & = joins results of further samples.

| Compound | FBW7 act | TEAD-YAP inh | GPR151 activ | MITF primary |
| --- | --- | --- | --- | --- |
| Cc1ccc(-n2c(SCC(=O)NC3CCCCC3)nc3c(sc(=S)n3-c3ccc(Cl)c(C)c3)c2=O)cc1 | 0.5 | 21.7 | -0.8 | 16.5 |
| Cc1onc(-c2ccccc2)c1C(=O)OC/C(O)=C(\C#N)c1nc2ccccc2[nH]1 | -0.1 | -8.8 | 0.7 | 2.2 |
| COc1ccccc1CN(Cc1cc2ccc(C)cc2n2nnnc12)C(=O)c1ccco1 | 0.0 | -5.1 | 0.3 | -6.7 |
| O=C1NC2C(NC(=O)N2c2ccccc2)N1c1ccccc1 (centres undefined) | 0.2 | -7.2 | -0.2 | 4.4 |
| Cc1ccc(SCC(=O)NN=C2CCN(C)CC2)cc1 | 0.0 | 0.9 | 1.2 | 16.0 |
| Cc1ccsc1C=Nc1ccc(F)c([N+](=O)[O-])c1 | -0.1 | 5.8 | 1.3 | 1.9 |
| CCCCOc1ccc(C(=O)NCCOc2ccc(C)c(C)c2)cc1 | 0.1 | 10.3 | 0.5 | 11.9 |
| CCOC(=O)c1cc(C(=O)OCC)cc(-n2c(C)cc(C(=O)CN3CCC(C)CC3)c2C)c1 | 1.2 | 2.8 | -0.5 | 9.8 |
| CC(C)N(C(=O)Cn1c2ccccc2c2nc3ccccc3nc21)c1ccccc1 | 0.1 | 3.5 | 0.2 | -0.2 |
| Cc1ccc(OCC(=O)Nc2ncccn2)c(C)c1 | 0.7 | -34.2 | -1.8 | 19.8 |
| CC(=O)N1CCN(C(=S)Nc2ccccc2F)CC1 | -0.1 | -4.4 | 0.8 | -0.3 |
| O=C(CSc1nc(=O)n(Cc2ccco2)c2c1CCC2)NCc1ccccc1 | -0.2 | -1.6 | -0.7 | -8.5 |
| O=C(/C=C/c1ccc(F)cc1)Nc1ccc(F)cc1F | 0.0 | -14.0 | -5.7 | 0.4 |
| Cc1c(NC(=O)c2cc(F)c(N3CCCC3)c(F)c2F)c(=O)n(-c2ccccc2)n1C | -0.1 | -2.6 | -1.5 | 8.3 |
| O=[N+]([O-])c1nn(-c2ccccc2)n(O)c1=Nc1cccc(Cl)c1 | -0.1 | 9.2 | 0.1 | 18.1 |
| C[C@@H](Cn1nnn(-c2ccccc2)c1=O)NC(=O)c1ccco1 | -0.1 | 3.9 | -0.3 | 15.5 |
| O=c1c2c(-c3ccccc3)csc2ncn1Cc1cccc(Br)c1 | 0.2 | 1.3 | 4.7 | 3.8 |
| O=C(CN1C(=O)c2cccc3cccc1c23)NC1CCCC1 | 0.5 | -10.2 | -0.2 | 1.1 |
| CCc1nc2sc3c(c2c2nnc(SCC(=O)OC)n12)CCC3 | 0.1 | 14.6 | -0.4 | -15.8 |
| COCC(=O)n1cc(C(=O)OC)c2ccccc21 | 0.1 | 6.0 | -0.7 | 11.0 |
| COCCN1C(=O)/C(=C/c2cc(C)n(-c3cccnc3)c2C)SC1=S | 0.0 | 7.3 | 0.7 | 6.2 |
| COc1cc(-c2cc(C(=O)N/N=C/c3cccnc3)[nH]n2)ccc1OCc1ccccc1 | -0.1 | -46.7 | -0.7 | -9.2 |
| CC(=O)C1=C(O)C(=O)N(CCNCCO)C1c1ccc(C(C)(C)C)cc1 (centres undefined) | 0.2 | 2.4 | 1.0 | 14.8 |
| N#CC1=C(N)OC2=C(C(=O)CCC2)C1c1ccccc1OC(=O)c1cccc([N+](=O)[O-])c1 (centres undefined) | 0.1 | 1.8 | 1.3 | 8.9 |
| OCCOCCNc1ncnc2c1c(-c1ccccc1)cn2-c1ccc(Br)cc1 | 0.4 | 8.6 | -0.1 | 10.5 |
| O=C(Oc1coc(CSc2ncccn2)cc1=O)C1CC(=O)N(c2ccccc2)C1 (centres undefined) | -0.1 | -7.0 | -0.8 | 14.0 |
| C/C(=N\NC(=O)c1ccccc1)c1ccoc1 | 0.1 | -61.2 | -1.9 | 4.9 |
| O=c1c2c([nH]c(=S)n1-c1cccc(Br)c1)-c1ccccc1CC21CCCCC1 | 0.0 | 17.6 | 1.7 | 1.6 |
| O=C(N/N=C/c1cc(Br)c(O)c(Br)c1O)c1ccccn1 | 0.2 | -48.3 | -1.4 | 8.0 |
| NC(=O)C[n+]1ccn2c(NC3CCCCC3)c(-c3ccc(N4CCOCC4)cc3)nc2c1 | -0.2 | 1.4 | 0.4 | 5.3 |
| CC(C)(C)c1ccccc1OCCNCC1CCCO1 (centres undefined) | -0.2 | 6.9 | -1.2 | 33.2 |
| O=C1CC(NCc2ccc3c(c2)OCO3)C(=O)N1c1ccc(-c2nc3ccccc3o2)cc1 (centres undefined) | 0.3 | 1.1 | 0.1 | 13.0 |
| COc1ccc(/C=N/NS(=O)(=O)c2ccc(C)c([N+](=O)[O-])c2)cc1OCC(N)=O | 0.0 | 2.5 | -0.9 | -14.0 |
| CC(=O)N(CCC#N)c1ccccc1 | 0.1 | 1.5 | 2.3 | 5.9 |
| O=C(Nc1ccc2nn(-c3cccc4ccccc34)nc2c1)c1ccc2c(c1)OCCO2 | 0.4 | 2.0 | 0.3 | 38.5 |
| CCOC(=O)C1=C(C)N=c2s/c(=C\c3ccc(-c4ccc(Cl)cc4)o3)c(=O)n2C1c1ccccc1OC (centres undefined) | 0.0 | 0.3 | -0.9 | -4.3 |
| CCOc1ccc(NC(=O)c2sc(=S)n(-c3ccccc3)c2N)cc1 | 0.0 | 5.3 | 0.6 | -3.2 |
| CCN(CC)C(=O)C(=O)N1CCN(c2ccc(OC)cc2)CC1 | 0.0 | 11.9 | 0.3 | -9.1 |
| CCCCCSc1nnc2c(n1)OC(/C=C/c1ccco1)Nc1ccccc1-2 (centres undefined) | 0.4 | -4.5 | -0.6 | 7.7 |
| NCCNc1cccc2c1C(=O)c1ccccc1C2=O | -0.6 | -25.3 | 0.1 | 14.2 |
| Cc1ccccc1C(=O)NNC(=O)c1ccc(O)c(O)c1 | -0.3 | -8.6 | 0.8 | 18.2 |
| CCn1c(SCCc2ccccc2)nc2c1c(=O)[nH]c(=O)n2C | -0.1 | -6.8 | -1.2 | -7.2 |
| N#CC1(C#N)[C@H](c2ccccc2)[C@@H](C(=O)c2ccccc2I)N2c3ccccc3C=C[C@@H]21 | -0.1 | -12.5 | -1.2 | 3.1 |
| COc1ccc(Cc2nnc(SCC(=O)Nc3ccccc3)n2-n2cccc2)cc1 | 0.0 | 5.4 | -0.6 | 14.2 |
| COc1cccc(NC(=O)CCc2nc(-c3cccc(C)c3)no2)c1 | -0.2 | -3.8 | 0.0 | -0.5 |
| N#CC1=C(N)OC2=C(C(=O)CC(c3ccccc3)C2)C1c1cccc(Br)c1 (centres undefined) | 0.2 | 9.5 | 0.7 | 16.0 |
| N=C1c2ccccc2CN1NC(=O)COc1ccc(Cl)cc1 | 0.2 | 3.5 | -0.4 | 17.1 |
| CCCCNC(=O)C1CCN(Cc2cccc(OC)c2O)CC1 | 0.0 | 15.5 | 3.4 | 24.8 |
| NC(=O)C[C@H](NC(=O)Cc1ccc(O)cc1O)C(=O)O | 0.0 | nt | -0.6 | 4.7 |
| CSc1ccc(S(=O)(=O)Nc2c(C)cc(OCC(=O)N3CCOCC3)cc2C)cc1 | 0.2 | 18.6 | 0.5 | 7.2 |
| O=C(NC1CCN(Cc2ccccc2)CC1)c1cnc(Br)s1 | 0.2 | 1.8 | -1.2 | 16.4 |
| COC(=O)c1c(C)oc2ccc(NS(=O)(=O)c3ccc(Cl)c([N+](=O)[O-])c3)cc12 | -0.1 | 2.5 | 0.4 | -0.5 |
| CC(C)N(C)CCOC(=O)C1COc2ccccc2O1 (centres undefined) | 0.3 | 0.5 | -0.3 | 1.6 |
| Cc1sc2c(c1C)CSC(C(=O)NC(C)C)=C2 | -0.2 | -23.7 | -0.9 | -1.3 |
| O=C(Cc1cnn(-c2ccccc2)c1)c1ccc(O)c(O)c1O | -0.3 | -37.5 | 0.6 | -9.8 |
| CCCCOc1ccc(-c2nc(C=Nc3ccccc3C#N)c(O)o2)cc1 | 0.7 | -17.6 | -0.6 | 4.5 |

(next part)
| Compound | FBW7 act | TEAD-YAP inh | GPR151 activ | MITF primary |
| --- | --- | --- | --- | --- |
| O=C(Cn1c(NCCO)nc2ccccc21)NCC(F)(F)F | 0.5 | 3.1 | -1.0 | 14.5 |
| CCOc1ccc(-n2c(SCC(=O)Nc3ccc(F)cc3)nc3c(c2=O)SCC3)cc1 | 0.1 | 5.4 | -2.9 | 5.6 |
| CC(C)(C)c1ccc(C(=O)Nc2ccc3nc(SCC(=O)NCCOc4ccc(Cl)cc4)sc3c2)cc1 | 0.0 | 6.0 | 0.1 | 10.2 |
| CCOC(=O)c1cnc2ccc(C)cc2c1NCCCN1CCOCC1 | 0.1 | 38.1* | 0.2 | -19.6 |
| CC1CC(C)CN(C(=O)c2c(F)cccc2F)C1 (centres undefined) | -0.1 | 3.1 | 0.3 | 8.6 |
| COc1ccc(C2Nc3ccccc3C(=O)N2c2ccc(C)cc2)cc1COc1ccccn1 (centres undefined) | 0.0 | -64.3 | -1.0 | -0.2 |
| CCOC(=O)CCN(Cc1ccccc1Cl)S(=O)(=O)c1ccc(C(C)(C)C)cc1 | 0.0 | 1.3 | -0.6 | 5.4 |
| Cc1cc(OCC(=O)O/N=C(\N)c2ccncc2)cc(C)c1Br | -0.2 | 6.8 | -0.5 | 7.4 |
| CCCn1c(=O)n(-c2ccc(F)c(Cl)c2)c(=O)c2c3c(sc21)CN(C(C)=O)CC3 | 0.2 | 5.6 | -0.7 | 0.3 |
| Cc1ccc(NC(=O)C(=O)NCCC(C)C)c(C)c1 | 0.0 | -50.2 | 0.8 | -1.2 |
| Oc1c(C(c2ccccc2Cl)N2CCOCC2)sc2nc(-c3ccco3)nn12 (centres undefined) | 0.0 | 0.3 | 2.3 | 11.9 |
| O=C(NCSc1nc2ccccc2o1)C(F)(F)F | 0.2 | -2.7 | -0.8 | 26.2 |
| CC(=O)NC(c1ccc2ccccc2c1)c1ccc2cccnc2c1O (centres undefined) | -1.8 | 80.2* | 0.1 | 36.1 |
| FC(F)(F)c1cccc(CNc2nc(Cl)nc3c2ncn3-c2ccsc2)c1 | 0.1 | 0.1 | 0.5 | 11.1 |
| Cc1nc2cc(C(=O)NCCc3ccccc3)ccc2n1-c1ccc(F)cc1F | -0.1 | -9.6 | 0.7 | -2.2 |
| O=C(NCc1ccncc1)C(=O)NCc1ccncc1 | 0.3 | -8.2 | 1.0 | -10.5 |

Reformatted with values under each structure: five of the compounds above.
Value order: FBW7 act	TEAD-YAP inh	GPR151 activ	MITF primary
CCCn1c(=O)n(-c2ccc(F)c(Cl)c2)c(=O)c2c3c(sc21)CN(C(C)=O)CC3
→ 0.2	5.6	-0.7	0.3
Cc1ccc(NC(=O)C(=O)NCCC(C)C)c(C)c1
→ 0.0	-50.2	0.8	-1.2
Oc1c(C(c2ccccc2Cl)N2CCOCC2)sc2nc(-c3ccco3)nn12 (centres undefined)
→ 0.0	0.3	2.3	11.9
O=C(NCSc1nc2ccccc2o1)C(F)(F)F
→ 0.2	-2.7	-0.8	26.2
CC(=O)NC(c1ccc2ccccc2c1)c1ccc2cccnc2c1O (centres undefined)
→ -1.8	80.2*	0.1	36.1

(list continues)
| Compound | FBW7 act | TEAD-YAP inh | GPR151 activ | MITF primary |
| --- | --- | --- | --- | --- |
| CN1CCCC(C(=O)NCCc2nnc3n2CCN(Cc2ccoc2)CC3)C1 (centres undefined) | 1.2 | -1.2 | -1.1 | 19.3 |
| COc1cc(OC)c(OC)cc1/C=N/NC(=O)C(N)=O | -0.2 | 10.0 | 0.4 | -0.7 |
| CC12CC(NC(=O)N1CCc1ccccc1)c1cc([N+](=O)[O-])ccc1O2 (centres undefined) | 0.0 | -4.3 | -1.0 | -7.2 |
| COc1ccc(-c2c3c(=O)n(C)c(=O)n(C)c3cn2C2CCCC2)cc1 | 0.0 | -29.2 | 1.0 | 3.2 |
| NS(=O)(=O)c1cc(C(=O)O)c(Cl)cc1Cl | -0.1 | 6.0 | 0.2 | 5.9 |
| O=C(N/N=C\c1ccccc1)c1ccccc1I | 0.3 | -22.9 | 0.1 | -1.1 |
| Cc1nnc(NC(=O)COC(=O)CN2C(=O)c3ccccc3C2=O)s1 | 0.0 | -9.4 | -0.1 | 8.2 |
| COc1ccc(CCNc2c([N+](=O)[O-])c(=O)oc3ccccc23)cc1OC | 0.0&-0.1 | 6.9&-1.1 | -0.9&-0.5 | 49.6&-1.8 |
| CC(=O)Nc1ccc(NC(=O)c2ccc3nc(NCCN4CCOCC4)sc3c2)cc1 | 0.1 | 22.4 | -1.4 | 0.8 |
| COc1ccc(-c2ncccc2O)cc1 | 1.5 | -43.9 | 5.2* | 11.0 |
| O=c1[nH]c(SCc2ccc(Cl)cc2Cl)nc2[nH]ncc12 | 0.0 | -49.6 | 4.4 | -5.0 |
| COCCn1c(=NC(=O)c2ccc(Br)cc2)sc2cc(NC(C)=O)ccc21 | 0.2 | -7.0 | -3.4 | -9.1 |
| COCCOC(=O)c1ccc(NC(=O)C(C)N2C(=O)c3ccccc3C2=O)cc1 (centres undefined) | 0.2 | 2.2 | 3.3 | 4.5 |
| CCOC(=O)CNc1cccc(C(=O)O)c1 | 0.3 | 7.4 | -1.1 | 5.3 |
| NS(=O)(=O)c1ccc(CNC2CC(=O)N(c3cccc(Cl)c3)C2=O)cc1 (centres undefined) | -0.1 | 6.7 | -0.5 | 1.9 |
| O=C(Nc1c2c(nn1-c1cccc(Cl)c1)CS(=O)C2)c1ccccc1Cl (centres undefined) | -0.1 | -3.7 | 0.9 | 8.2 |
| O=C1CCCC(O)=C1N=Nc1cccc(C(=O)O)c1 | 0.1 | -30.2 | -9.9 | 33.2 |
